Assay outcomes: PubChem, The Scripps Research Institute Molecular Screening Center
Fam108B counter: Fam108B inhibition, counter-screen for RBBP9 inhibitors; recombinant Fam108B, FP-Rh probe fluorescence polarization; inhibition, % at 9.51 µM; actives 0.33% (n = 300,000); AID 1947;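 active = inhibition above the screen mean inhibition plus 3 SD, computed separately per campaign, cut at about 18% in these data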;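 also: inhibitors lower polarization as less probe binds the enzyme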
PAFAH1B2 inh: PAFAH1B2 (human) inhibition. P68402. actives 1.2% (n = 340,000). recombinant PAFAH1B2, FP-rhodamine activity probe, fluorescence polarization. inhibition, % at 3.39 µM. AID 492953;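 active = inhibition above the mean of all tested compounds plus 3 SD, cut at about 24% in these data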;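 also: 0% = enzyme with DMSO and 100% = wells lacking PAFAH1B2; many of its hits are not listed in these tables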
LYPLA1 counter: counter-screen for PME1 inhibitors: inhibitors of human LYPLA1; inhibition, % at 5.9 µM; recombinant LYPLA1, FP-Rh probe fluorescence polarization; actives 0.16% (n = 320,000);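 active = inhibition above the mean of all tested compounds plus 3 SD, set per campaign, cut at about 14% in these data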;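 also: inhibitors block serine hydrolase probe labeling of LYPLA1 so polarization falls; 0% = enzyme with DMSO and 100% = wells lacking LYPLA1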
PME-1 inh: blocks human protein phosphatase methylesterase 1; Q9Y570; actives 0.53% (n = 320,000); inhibition, % at 5.9 µM; recombinant PME-1, FP-Rh probe fluorescence polarization; AID 2130;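 active = inhibition above the campaign mean of all compounds plus 3 SD, cut at about 26% in these data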;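 also: competitive labeling of PME-1 active site by serine hydrolase directed probe; 0% = PME-1 with DMSO and 100% = wells lacking PME-1 enzyme; inhibitors block probe labeling so polarization falls and inhibition rises; many of its hits are not listed in these tables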
GSTO1 counter: blocks human GSTO1 in RBBP9 counter-screen | recombinant GSTO1, activity-based probe fluorescence polarization | inhibition, % at 5.96 µM | actives 1.1% (n = 300,000);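 active = inhibition above the campaign mean inhibition plus 3 SD, cut at about 35% in these data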;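 also: 0% = GSTO1-1 with DMSO and 100% = wells lacking GSTO1-1 enzyme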
Target sequence (P78417 whole entry, looked up): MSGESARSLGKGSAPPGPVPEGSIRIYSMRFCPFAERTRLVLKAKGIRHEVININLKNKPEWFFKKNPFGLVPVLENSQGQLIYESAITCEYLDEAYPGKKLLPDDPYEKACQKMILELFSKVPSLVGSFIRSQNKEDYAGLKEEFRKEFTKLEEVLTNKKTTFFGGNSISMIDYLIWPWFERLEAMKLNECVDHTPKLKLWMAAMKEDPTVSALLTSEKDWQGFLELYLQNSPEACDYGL
PAD4 FP inh: inhibitors of human PAD4; Q9UM07; recombinant PAD4, RCA probe fluorescence polarization; inhibition, % at 6.36 µM; actives 0.41% (n = 330,000);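 active = percent inhibition above a cutoff equal to the mean of all tested compounds plus 3 SD, cut at about 15% in these data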;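 also: 0% = PAD4 with RCA probe and DMSO and 100% = probe without PAD4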
PAFAH2 inh: PAFAH2 (human) inhibition; Q99487; recombinant PAFAH2, FP-rhodamine activity probe, fluorescence polarization; inhibition, % at 3.39 µM; actives 0.99% (n = 340,000); AID 492956;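 active = inhibition above the mean over all tested compounds plus 3 SD, cut at about 30% in these data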;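 also: inhibitors block probe labeling of enzyme so polarization drops; 0% = enzyme with DMSO and 100% = wells lacking PAFAH2 protein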
pPAFAH FP inh: inhibitors of human plasma PAF acetylhydrolase (pPAFAH); Q13093; AID 463082; actives 1.5% (n = 330,000); inhibition, % at 3.39 µM; recombinant pPAFAH, FP-rhodamine probe fluorescence polarization;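 active = inhibition above the mean inhibition across the screen plus 3 SD, cut at about 25% in these data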;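 also: inhibitors block binding of the rhodamine activity-based probe so polarization drops; 0% = enzyme with DMSO and 100% = wells lacking pPAFAH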
Target sequence (Q13093 whole entry, looked up): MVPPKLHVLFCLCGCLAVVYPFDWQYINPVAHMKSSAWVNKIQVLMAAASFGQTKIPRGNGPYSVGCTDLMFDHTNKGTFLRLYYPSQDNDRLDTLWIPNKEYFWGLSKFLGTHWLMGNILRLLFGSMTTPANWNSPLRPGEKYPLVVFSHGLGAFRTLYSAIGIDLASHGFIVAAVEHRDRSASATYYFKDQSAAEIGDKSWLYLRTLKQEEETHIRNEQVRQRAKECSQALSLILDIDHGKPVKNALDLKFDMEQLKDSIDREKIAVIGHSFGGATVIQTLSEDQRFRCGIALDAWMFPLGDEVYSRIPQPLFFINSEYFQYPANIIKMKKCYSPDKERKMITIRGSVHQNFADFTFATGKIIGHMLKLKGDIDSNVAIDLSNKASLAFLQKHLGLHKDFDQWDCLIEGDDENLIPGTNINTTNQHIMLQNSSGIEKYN
PAFAH1B3 inh: PAFAH1B3 (human) inhibition; inhibition, % at 3.39 µM; recombinant PAFAH1B3, FP-rhodamine probe, fluorescence polarization; actives 0.28% (n = 340,000);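 active = inhibition above the screen-wide average of all tested compounds plus 3 SD, cut at about 25% in these data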;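 also: 0% = enzyme with DMSO only and 100% = wells lacking PAFAH1B3 protein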
Target sequence (Q15102 whole entry, looked up): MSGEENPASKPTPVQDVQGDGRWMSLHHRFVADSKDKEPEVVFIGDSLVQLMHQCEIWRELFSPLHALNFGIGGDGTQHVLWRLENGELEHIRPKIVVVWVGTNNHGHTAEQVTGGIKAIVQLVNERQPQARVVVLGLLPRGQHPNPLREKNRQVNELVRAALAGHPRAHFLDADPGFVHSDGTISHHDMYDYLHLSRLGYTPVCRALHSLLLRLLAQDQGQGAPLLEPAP
* = called active by the depositor; x = no result given. These rows are one share of the data, so the mix of outcomes need not match the whole.

SMILES	Fam108B counter	PAFAH1B2 inh	LYPLA1 counter	PME-1 inh	GSTO1 counter	PAD4 FP inh	PAFAH2 inh	pPAFAH FP inh	PAFAH1B3 inh
CC1(C)Oc2cc3oc(=O)ccc3cc2C[C@@H]1O	x	1	x	x	x	-1	-9	1	10
O=C(CSc1ncccn1)Nc1ncc(C(F)(F)F)cc1Cl	-2	6	1	2	5	1	4	0	6
Cc1cccc(C2=NN(c3ccc(Br)cc3)[C@@H](C(=O)N3CCOC3=O)[C@@H]2c2ccc(F)cc2)c1	1	-7	-2	-4	-6	0	-2	30*	6
CCOC(=O)C1CCCN(C(=O)Nc2c(-c3ccccc3)noc2C)C1 (centres undefined)	-3	0	3	2	-2	-5	-5	-1	-2
O=C(NCc1ccccn1)c1c(-c2ccccc2)sc2ccccc12	x	8	x	x	x	0	13	4	12
CC(CN1CCCCCC1)C(=O)NN (centres undefined)	-3	-3	6	4	-5	-2	-7	2	-5
Nn1c(SCC(=O)NC2CCCc3ccccc32)nnc1C1CC1 (centres undefined)	x	3	x	x	x	-9	9	-1	6
COc1ccc(NC(=O)C(NC(C)=O)C(=O)NCc2ccc(F)cc2)cc1 (centres undefined)	6	5	-2	-2	0	-4	5	-5	5
CCCN1CCN(CCNC(=O)Nc2cc(C)ccc2C)CC1	-1	0	0	0	5	-2	3	-1	8
O=c1[nH]ccc2c([N+](=O)[O-])cccc12	5	4	-5	0	7	1	-3	2	11
CCOC(=O)c1c(N)sc2c1CCC(C)C2 (centres undefined)	4	-4	0	4	-3	-3	-2	9	-7
COc1ccccc1Nc1nc(-c2ccccc2O)nc2ccccc12	-5	-2	-6	-1	-6	-7	-6	1	1
O=C(Nc1ccc(F)cc1)Oc1ccccc1N1CCOCC1	3	4	4	3	-2	1	5	4	-2
CC1(c2nnc(-c3ccccc3)o2)CC(c2ccc(Cl)cc2)=NO1 (centres undefined)	-2	-1	-1	2	3	-1	1	0	9
c1ccc(-c2nnc(CN3CCCc4ccccc43)o2)cc1	1	-2	-1	-8	-1	-9	5	8	4
O=C1CN2NC(=S)N(c3ccc(Cl)cc3)C2=CN1c1ccc(Cl)cc1	-1	9	0	-3	6	3	5	-4	4
O=C(O)C(C(O)c1ccc([N+](=O)[O-])cc1)[n+]1ccccc1 (centres undefined)	0	11	2	3	2	-3	-4	0	9
CN1C(=O)/C(=C2\SC(=S)N(C(CCC(=O)O)C(=O)O)C2=O)c2ccccc21 (centres undefined)	-4	-4	3	1	10	3	-5	0	-8
Cc1ccc(-c2cn(-c3ccccc3)c(=S)[nH]2)cc1C	5	4	-2	10	-1	-1	12	13	1
CCOc1ccc(OCCC(=O)NNC(=O)c2ccccc2Cl)cc1	5	7	4	0	-3	-2	-3	3	8

Six compounds picked at random from those above:
SMILES	Fam108B counter	PAFAH1B2 inh	LYPLA1 counter	PME-1 inh	GSTO1 counter	PAD4 FP inh	PAFAH2 inh	pPAFAH FP inh	PAFAH1B3 inh
COc1ccccc1Nc1nc(-c2ccccc2O)nc2ccccc12	-5	-2	-6	-1	-6	-7	-6	1	1
CN1C(=O)/C(=C2\SC(=S)N(C(CCC(=O)O)C(=O)O)C2=O)c2ccccc21 (centres undefined)	-4	-4	3	1	10	3	-5	0	-8
CCCN1CCN(CCNC(=O)Nc2cc(C)ccc2C)CC1	-1	0	0	0	5	-2	3	-1	8
O=c1[nH]ccc2c([N+](=O)[O-])cccc12	5	4	-5	0	7	1	-3	2	11
Cc1cccc(C2=NN(c3ccc(Br)cc3)[C@@H](C(=O)N3CCOC3=O)[C@@H]2c2ccc(F)cc2)c1	1	-7	-2	-4	-6	0	-2	30*	6
CC(CN1CCCCCC1)C(=O)NN (centres undefined)	-3	-3	6	4	-5	-2	-7	2	-5

Further results:
SMILES	Fam108B counter	PAFAH1B2 inh	LYPLA1 counter	PME-1 inh	GSTO1 counter	PAD4 FP inh	PAFAH2 inh	pPAFAH FP inh	PAFAH1B3 inh
COC(=O)c1cn(NC(=O)C2COc3ccccc3O2)c(=O)c2ccccc12 (centres undefined)	2	3	-3	-5	2	2	19	4	2
N=c1c2c(n(Cc3ccc(Cl)cc3)c3c1CCC3)CCC2	4	2	-7	-2	1	0	2	0	-1
CC(C)Cc1nc(Nc2ccccc2C#N)c2nnn(Cc3ccccc3)c2n1	-2	5	-4	14	-8	-5	5	11	7
COc1ccc(-c2oc3cccnc3c2C#CC2(O)CCCCC2)cc1	-13	0	-11	-15	0	3	-5	3	-7
COc1cc2nc(-c3cccs3)oc(=O)c2cc1OC	15	0	0	-4	-5	4	41*	-2	17
CCc1cccc2sc(NC(=O)c3ccc(N4C(=O)CCC4=O)cc3)nc12	-6	-2	-3	-4	4	-6	-5	-8	3
CCCCCC(=O)Nc1cccc(C2=NOC3(C2)C[C@@H](C(N)=O)N(C(=O)C2(C)CC2)C3)c1 (some centres undefined)	1	7	0	0	0	-2	5	4	7
Cc1cc(NC(=O)Nc2ccccc2)n(-c2ccccc2)n1	-1	1	1	-2	1	-4	-4	3	-2
Cc1sc(-c2ccncc2)nc1OC(=O)c1ccccc1	0	0	-2	2	4	3	5	8	5
O=C(NC(=O)c1cnccc1C(F)(F)F)Nc1ccccc1	-1	2	-2	3	11	-1	1	2	2
Cc1cccc(C(=O)NNC(=O)CCCCC(=O)NNC(=O)c2cccc(C)c2)c1	-7	7	1	-2	-2	0	5	5	10
N=c1ccccn1CC(O)COc1ccccc1 (centres undefined)	-2	-1	1	6	0	1	-4	3	4
O=C(Oc1cccc2ccccc12)c1ccco1	2	2	0	18	5	1	-5	2	0
COc1ccc(OC)c(/C=N/N2CCN(c3ccc(Cl)cc3)CC2)c1	-3	4	3	-4	-2	0	-2	2	5
Clc1cccc2c1Sc1ccccc1CC2N1CCNCC1 (centres undefined)	2	5	1	0	5	-1	-3	-5	-3
CC(C)OP(C)(=O)CN1CCN(CP(C)(=O)OC(C)C)CC1 (centres undefined)	-2	2	3	-1	2	3	-4	5	3
COc1ccc(OC)c(S(=O)(=O)N2CCCC(C(=O)N3CCOCC3)C2)c1 (centres undefined)	-3	-3	5	3	4	-2	5	3	2
CCNC(=S)N/N=C/c1ccc(F)cc1	-11	x	1	-5	0	0	x	-1	x
COc1c2c(nc3ccccc13)OC(C(C)(O)CO)C2 (centres undefined)	0	-3	0	-2	6	1	0	6	5
O=c1oc2ccccc2c(Nc2ccc(F)cc2)c1[N+](=O)[O-]	1	7	0	6	-53	-3	13	8	5

Single records, as listed above. Values in the order: Fam108B counter	PAFAH1B2 inh	LYPLA1 counter	PME-1 inh	GSTO1 counter	PAD4 FP inh	PAFAH2 inh	pPAFAH FP inh	PAFAH1B3 inh
`CC1(C)Oc2cc3oc(=O)ccc3cc2C[C@@H]1O` is entered as x	1	x	x	x	-1	-9	1	10
`COc1ccc(OC)c(/C=N/N2CCN(c3ccc(Cl)cc3)CC2)c1` is entered as -3	4	3	-4	-2	0	-2	2	5
`Cc1cccc(C2=NN(c3ccc(Br)cc3)[C@@H](C(=O)N3CCOC3=O)[C@@H]2c2ccc(F)cc2)c1` is entered as 1	-7	-2	-4	-6	0	-2	30*	6

(listing goes on)
SMILES	Fam108B counter	PAFAH1B2 inh	LYPLA1 counter	PME-1 inh	GSTO1 counter	PAD4 FP inh	PAFAH2 inh	pPAFAH FP inh	PAFAH1B3 inh
N#CCC(=O)N/N=C/c1cc(Br)ccc1OCc1cccc2ccccc12	-38	-22	-43	-62	-10	-4	-36	-9	-38
O=C(COC(=O)Cc1ccc(Cl)cc1)NCc1ccco1	x	4	x	x	x	0	11	15	14
Cc1nc(NC(=O)CCc2ccccc2)sc1C	1	3	6	-1	0	2	6	7	16
CCN(C[C@H]1N[C@@](CC)(C(=O)OC)[C@H]2C(=O)N(C)C(=O)[C@@H]12)C(=O)Nc1ccc(Cl)cc1	x	4	x	x	x	-1	-2	-4	12
O=[N+]([O-])c1cc(S(=O)(=O)N2CCCCC2)ccc1NCc1cccc(Cl)c1	-2	4	5	8	11	2	-2	-2	1
O=C(Cn1cc(C(F)(F)F)ccc1=O)N/N=C/c1ccc(F)cc1	-6	0	-1	5	8	-3	-3	-10	5
Cc1c(-n2c(-c3ccccc3)nc3ccccc3c2=O)c(=O)n(-c2ccccc2)n1C	0	4	2	7	-3	-5	-4	-7	6
COc1cccc(-c2nnc(SCN3C(=O)c4ccccc4C3=O)n2C)c1	2	2	-5	2	5	6	8	6	11
O=C(COC(=O)c1ccc2c(c1)C(=O)N(Cc1ccncc1)C2=O)Nc1ccccc1[N+](=O)[O-]	4	-5	-5	2	3	0	9	21	6
Cc1cc(NC(=O)COC(=O)C2CCN(S(=O)(=O)c3c(Cl)cccc3Cl)CC2)no1	6	5	-3	1	4	1	4	18	1
OC(COC(c1ccc(Cl)cc1)c1ccc(Cl)cc1)CN1CCCC1 (centres undefined)	3	-1	6	0	1	-5	0	-1	-2
COc1ccc(C(=O)NCCS(=O)(=O)N2CCN(C(=O)c3ccco3)CC2)cc1	2	-3	-1	-4	2	0	4	4	8
CN1CCN(C(=O)c2cnn(-c3ccccc3)c2NC(=O)c2ccc(Br)cc2)CC1	-2	-2	-6	4	2	-6	-3	-1	0
CC1CCN(Cc2nc(-c3ccc(Cl)cc3)no2)CC1	1	0	3	-7	9	-3	-6	2	-3
CCOC(=O)c1ccc(NC(=O)C2CCN(S(=O)(=O)c3c(C)nn(C)c3C)CC2)cc1	2	5	-3	-7	3	2	0	-6	8
Cc1ccccc1NC(=O)Nc1ccccc1C(N)=O	1	3	0	3	5	3	4	0	0
COc1ccc(C(=O)COC(=O)c2ccccc2O)c(OC)c1	x	0	-5	-11	x	-7	1	-2	9
O=S(=O)(NC1CCCCC1)c1cccs1	-2	3	1	-3	9	-4	5	8	10
COc1ccc(CCNC(=O)c2oc3ccc(S(=O)(=O)N4CCOCC4)cc3c2C)cc1OC	0	1	6	-3	6	-4	-1	4	6
CC(C)(C)CNC(CO)C12CC3CC(CC(C3)C1)C2 (centres undefined)	-3	11	2	-2	-1	0	-3	-1	9
Cc1nnc(C)n1/N=C/c1cc(Br)cc(Br)c1O	0	3	-3	1	8	-2	11	5	2
COc1ccccc1OCCNC(=O)c1cc([N+](=O)[O-])cc([N+](=O)[O-])c1	3	8	0	0	-1	-3	4	2	4
Cc1ccc(OCc2cc(C(=O)N3CCC(c4ccccc4Cl)C3)no2)cc1C (centres undefined)	-4	3	0	-4	-2	-1	10	6	-6
Cc1cc(C)c2oc(C(=O)N3CCN(Cc4ccccc4)CC3)cc(=O)c2c1	-4	5	21*	3	4	1	-6	4	2
S=c1[nH]nc(COc2ccccc2)n1/N=C/c1ccccc1Cl	5	6	-3	-2	7	4	1	9	7
